Screening results (PubChem BioAssay)
pAkt inh: HTS Assay for Inhibitors of Akt Phophorylation: Primary Screen | activity change, % for hits at 50 µM | 360,000 compounds, 0.32% hits | Neuro2A IGF-stimulated pAkt S473 HTRF, 20 min; hits give low values; in the data active = activity change below about -80%; inconclusive = mostly about -51% to -80%; also: % is scaled to controls: 0 for no effect and ±100 for the full control effect
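Neuro2A cells (4,500/well, DMEM with 0.5% FBS) were treated with compound at a single 50 µM final concentration, stimulated with 6 nM IGF for 20 min at 37 °C, and lysed. Phospho-Akt Ser473 was read by HTRF as 665/615 ratio ×10^4.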
GLP-1R agonist: qHTS of GLP-1 Receptor Agonists; 380,000 compounds, 0.007% hits; Potency, µM (highest dose often 45.6 µM), for the others: at the top dose activation, hits mostly activators; HEK293 GLP-1R CRE-luciferase, luminescence, 4-6 h; cells express a hypersensitive GLP-1R form; Glucagon-like peptide 1 receptor (Homo sapiens), P43220; also: potency is read from the fitted curve at half-maximal effect; % of control where 0% means no effect
Target sequence (P43220 whole entry, looked up): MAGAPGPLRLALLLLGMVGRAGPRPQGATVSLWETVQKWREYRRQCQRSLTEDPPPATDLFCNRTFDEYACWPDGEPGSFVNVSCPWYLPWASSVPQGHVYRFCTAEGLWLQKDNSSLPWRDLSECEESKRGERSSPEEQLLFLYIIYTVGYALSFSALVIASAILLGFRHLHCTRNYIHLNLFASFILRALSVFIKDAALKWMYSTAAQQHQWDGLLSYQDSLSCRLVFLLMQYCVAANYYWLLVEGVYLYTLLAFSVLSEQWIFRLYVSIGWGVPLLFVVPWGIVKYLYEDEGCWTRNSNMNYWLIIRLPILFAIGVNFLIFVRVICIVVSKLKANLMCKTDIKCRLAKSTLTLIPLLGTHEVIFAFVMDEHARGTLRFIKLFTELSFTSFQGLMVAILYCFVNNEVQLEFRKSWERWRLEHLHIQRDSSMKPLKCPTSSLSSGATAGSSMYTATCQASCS
PTHR1 agonist: qHTS for PTHR1 Agonists: Primary Screen | HEK293 GP2 PTHR1 cells, GloSensor cAMP luminescence, 1 h | 410,000 compounds, 0.075% hits | Potency, µM (series often up to 115 µM), without a hit: at the top dose activation, actives largely listed as activators | Parathyroid hormone/parathyroid hormone-related peptide receptor (Homo sapiens), Q03431; also: potency is read from the fitted curve at half-maximal effect; nearly all actives have a fitted effect of over 55% in size; some results filed as inactive show a strong effect at the top dose; inactives centre near -15; many of its hits are not listed in these tables
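HEK-293-derived GP2 cells expressing PTHR1 and a GloSensor cAMP reporter, 3,000/well, plated overnight, given luciferin plus IBMX (each 0.5 mM as added) for 1 h at 37 °C, then compound for 1 h at 37 °C. Luminescence was read after 15 min at room temperature.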
GLP-1R inv ag: qHTS of GLP-1 Receptor Inverse Agonists (Inhibition Mode); 410,000 compounds, 1.6% hits; AID 624417, 2012; Potency, µM (highest dose often 38.3 µM), inactives show at the highest dose activity change, negative = inhibition, actives largely listed as inhibitors; HEK293 GLP-1R CRE-luciferase, luminescence, 24 h; GLP-1R form is constitutively active; also: potency is read from the fitted curve at half-maximal effect; % is scaled to controls: 0 for no effect and ±100 for the full control effect; nearly all actives have a fitted effect of over 55% in size
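GLP-1R inverse agonism mode: basal reporter luminescence in engineered HEK293 cells measured after one day of compound exposure at 37 deg C, with a 12 min room-temperature detection step.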
FUS yeast rescue: qHTS for Suppressors of FUS Proteinopathy: Primary screen using FUS-linked yeast assay. S. cerevisiae FUS-expressing, growth rescue, OD600, 24 h. Potency, µM (top dose mostly 76.6 µM), without a hit: at the top dose growth rescue (activation), most hits filed as activators. 390,000 compounds, 0.24% hits. AID 1347120, 2019;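 also: potency is read from the fitted curve at half-maximal effect; plate controls were DMSO vehicle for no effect and reference control for full effect; nearly all actives have a fitted effect of over 55% in size; some results filed as inactive show a strong effect at the top dose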
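Yeast FUS proteinopathy model; galactose-induced FUS (2%), starting OD 0.005. Cpds in dilution series, 24hr, 30C, 99% humidity. Abs 600 nm growth. Pos ctrl CP55940 (top 92uM final); neg ctrl DMSO.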
DRD3 antagonist: qHTS of D3 Dopamine Receptor Antagonist: qHTS. max response, negative = inhibition, %. D3R cells, DiscoveRx beta-arrestin luminescence, antagonist mode; hits give low values. 360,000 compounds, 2.5% hits; in the data active = max response below about -50%; inconclusive = no clear call, values can overlap the other calls; also: % is scaled to controls: 0 for no effect and ±100 for the full control effect; mostly tested at two doses, the higher about 12 µM
Target sequence (P35462 whole entry, looked up): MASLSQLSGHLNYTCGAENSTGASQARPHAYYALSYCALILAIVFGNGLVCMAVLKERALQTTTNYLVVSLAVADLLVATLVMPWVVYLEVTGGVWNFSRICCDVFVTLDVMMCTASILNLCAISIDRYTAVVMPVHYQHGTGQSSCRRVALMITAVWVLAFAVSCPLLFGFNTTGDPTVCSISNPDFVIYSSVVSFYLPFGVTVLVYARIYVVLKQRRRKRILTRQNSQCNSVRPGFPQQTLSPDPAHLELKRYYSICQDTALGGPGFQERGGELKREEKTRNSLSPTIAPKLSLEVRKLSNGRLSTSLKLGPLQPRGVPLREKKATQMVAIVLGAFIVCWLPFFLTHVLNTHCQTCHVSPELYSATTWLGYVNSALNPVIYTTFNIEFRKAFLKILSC
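Cells plated overnight at 1500 cells/well, then exposed to library compounds with dopamine controls for 90 minutes at 37 degrees C. DiscoveRx reagent added for 30–60 minutes at room temperature; luminescence read, quantitative HTS format.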
TDP-43 yeast inh: qHTS of TDP-43 Inhibitors | 410,000 compounds, 1.8% hits | Potency, µM (doses to about 46.1 µM), inactives show at the highest dose growth rescue (activation), most hits filed as activators | TDP-43 expressing yeast growth rescue, BacTiter-Glo, 24 h; also: potency is read from the fitted curve at half-maximal effect; % of control where 0% means no effect; nearly all actives have a fitted effect of over 50% in size
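Luminescence from BacTiter-Glo reports growth of TDP-43-expressing yeast after 24 hr at 30 deg C with compound. Cells were raffinose-pregrown to mid-log, then seeded in galactose medium at OD600=0.02.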
Abeta rescue: qHTS for compounds that reverse cellular toxicity of Amyloid beta (A-beta) peptide in yeast: Primary Screen; yeast expressing A-beta42, growth rescue, OD600, 48 h; response scale: 0% DMSO, 100% iron-clioquinol control; Potency, µM (series often up to 46.1 µM), for inactives: at the top dose growth rescue, usual class: activators; 410,000 compounds, 0.063% hits; AID 1347071, 2019; also: potency is read from the fitted curve at half-maximal effect; nearly all actives have a fitted effect of over 55% in size
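Yeast growth medium received pinned compounds, then yeast cells expressing toxic A-beta were added; plates incubated at 30 C for 48 hr. Growth read as absorbance at 600 nm, normalized to DMSO and equimolar FeCl3 plus clioquinol controls.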
aSyn yeast inh: qHTS of alpha-syn Inhibitors; Yeast expressing alpha-synuclein, growth rescue, BacTiter-Glo, 24 h; Potency, µM (series often up to 46.1 µM), without a hit: top-dose growth rescue (activation), actives largely listed as activators; 370,000 compounds, 0.14% hits; AID 652106, 2013; also: potency is read from the fitted curve at half-maximal effect; % of control where 0% means no effect; nearly all actives have a fitted effect of over 65% in size
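Galactose-induced alpha-syn yeast (OD600=0.02, raffinose-pregrown) + pinned cpd, 24 hr, 30 deg C; growth by BacTiter-Glo luminescence. Growth restoration scores as activation.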
Starred values were filed as active, the others as inactive; i = inactive; ? = inconclusive; / = no result given; [ ] = remark or other dose. Unless noted, calls follow the shape of the dose curve; as a rule, active = well fitted curve in the direction sought with a large enough effect; inconclusive = small, poorly fitted or top-dose-only effect, or another doubt; inactive = no such curve, though single readings can be large; an effect the other way counts as inactive or inconclusive. This is a subset; count on the stated rates, not on these rows.

Below each compound: pAkt inh | GLP-1R agonist | PTHR1 agonist | GLP-1R inv ag | FUS yeast rescue | DRD3 antagonist | TDP-43 yeast inh | Abeta rescue | aSyn yeast inh
1) CCCn1c(NCc2cc(OC)ccc2OC)nc2ccccc21
  i | 7% | -7%[57.5 µM] | 0% | 6% | -13 | -1% | 1% | -2%
2) COc1ccc(-n2c(C)cc(C(=O)Cn3c(NCCO)nc4ccccc43)c2C)cc1
  i | 7% | i | 10µM* | 21% | -8 | 23% | 13% | 1%
3) CCC(C)OC(=O)C1=C(C)NC(=O)CC1c1ccccc1OC (configuration not stated)
  i | 15% | -22% | ? | 32% | -20 | 4% | 6% | 4%
4) CC(Oc1ccccc1)C(=O)Nc1ccc(S(=O)(=O)N2CCCC2)cc1 (configuration not stated)
  i | 3% | -11% | -7% | 15% | ? | -21% | 0% | 1%
5) COc1ccc(C(=O)N[C@H](C(=O)N2CCN(c3ccccc3F)CC2)C(C)C)cc1
  i | 5% | i | -11% | -5% | -11 | -11% | -8% | -9%
6) O=c1c(Cc2ccc(F)cc2)c(O)ccn1Cc1ccc(F)cc1
  i | 1% | -43%[inhibitor] | -20% | 4% | -5 | 1% | -2% | -1%
7) Cc1sc(NC(=O)c2cccs2)nc1-c1ccccc1
  i | -13% | -25%[57.5 µM] | ? | -2% | ? | ? | 14% | 1%
8) Cc1ccc(NC(=O)c2cc(C(C)(C)C)nn2Cc2ccccc2)cc1
  i | -22% | -29% | 4µM* | 15% | 51 | 26% | 24% | -15%
9) Cn1c(Cn2cnc3ccccc32)nnc1SCc1ccccc1
  i | 5% | -13% | 3% | 3% | 25 | 3% | 10% | -5%
10) Cc1nc2ccccc2c(=O)n1NC(=O)c1ccc(Cl)c(Cl)c1
  i | 2% | i | -18% | -31% | -4 | 7% | 9% | -3%
11) COC(=O)COc1ccc(S(=O)(=O)N2CCOCC2)cc1
  i | -3% | -6%[57.5 µM] | 11% | 12% | 20 | -4% | -5% | -6%
12) CCOC(=O)c1ccc(NC(=O)c2cccc(S(=O)(=O)N3CCN(C(C)=O)CC3)c2)cc1
  i | 17% | -16% | -6% | 31% | 5 | -6% | 3% | -1%
13) CC1(C)C=Cc2cc3ccc(=O)oc3cc2O1
  i | 8% | i | 35%[activator] | -19% | 2 | 28% | 5% | ?
14) CCc1nc(Nc2ccc(NC(C)=O)cc2)c2oc3ccccc3c2n1
  i | -5% | -11% | 34%[activator] | 1% | 25 | -5% | -6% | -3%
15) Cc1nc2cc(N)ccc2n1-c1ccccc1
  i | 21% | -2% | -28% | 17% | 3 | -13% | 4% | 2%

Given as labelled records: part of the list above.
(6) O=c1c(Cc2ccc(F)cc2)c(O)ccn1Cc1ccc(F)cc1
  pAkt inh: i
  GLP-1R agonist: 1%
  PTHR1 agonist: -43%[inhibitor]
  GLP-1R inv ag: -20%
  FUS yeast rescue: 4%
  DRD3 antagonist: -5
  TDP-43 yeast inh: 1%
  Abeta rescue: -2%
  aSyn yeast inh: -1%
(7) Cc1sc(NC(=O)c2cccs2)nc1-c1ccccc1
  pAkt inh: i
  GLP-1R agonist: -13%
  PTHR1 agonist: -25%[57.5 µM]
  GLP-1R inv ag: ?
  FUS yeast rescue: -2%
  DRD3 antagonist: ?
  TDP-43 yeast inh: ?
  Abeta rescue: 14%
  aSyn yeast inh: 1%

An excerpt from above in order of SMILES length, falling.
Below each compound: pAkt inh | GLP-1R agonist | PTHR1 agonist | GLP-1R inv ag | FUS yeast rescue | DRD3 antagonist | TDP-43 yeast inh | Abeta rescue | aSyn yeast inh
8) Cc1ccc(NC(=O)c2cc(C(C)(C)C)nn2Cc2ccccc2)cc1
  i | -22% | -29% | 4µM* | 15% | 51 | 26% | 24% | -15%
10) Cc1nc2ccccc2c(=O)n1NC(=O)c1ccc(Cl)c(Cl)c1
  i | 2% | i | -18% | -31% | -4 | 7% | 9% | -3%
7) Cc1sc(NC(=O)c2cccs2)nc1-c1ccccc1
  i | -13% | -25%[57.5 µM] | ? | -2% | ? | ? | 14% | 1%

Continued:
Below each compound: pAkt inh | GLP-1R agonist | PTHR1 agonist | GLP-1R inv ag | FUS yeast rescue | DRD3 antagonist | TDP-43 yeast inh | Abeta rescue | aSyn yeast inh
16) COc1cccc(-c2cc(C(F)(F)F)nc(-n3ccc([N+](=O)[O-])n3)n2)c1
  i | -7% | -38%[inhibitor] | 19% | 2% | 75 | -12% | -6% | -3%
17) Cc1c(OCC(F)(F)F)ccnc1CSc1nc2ccccc2[nH]1
  i | 17% | -21% | ? | 0% | 8 | 15% | -3% | -2%
18) COc1cc(OC)cc(C(=O)NC(C)CNc2ccc(Cl)cc2[N+](=O)[O-])c1 (configuration not stated)
  i | 17% | -6% | ? | -14% | 0 | ? | 11% | -1%
19) COc1ccc(CNc2nc3ccccc3n2Cc2ccccc2)cc1OC
  i | 7% | -26% | ? | -1% | -15 | 3% | -1% | 4%
20) O=C(NCCc1c[nH]c2ccccc12)c1ccc([N+](=O)[O-])o1
  i | -2% | -6% | -30% | -14% | -13 | 0% | -8% | -3%
21) Cc1c(C(c2ccc(F)cc2)c2c(C)n(C)n(-c3ccccc3)c2=O)c(=O)n(-c2ccccc2)n1C
  i | -4% | i | 19% | 7% | 11 | 2% | 3% | 6%
22) CC(=O)C1CCC2C3CC=C4N(C)C(=O)CCC4(C)C3CCC12C (configuration not stated)
  i | 9% | -7% | 2% | -21% | -7 | 7% | -30%[inhibitor] | 0%
23) Cc1ccc(S(=O)(=O)Nc2cccc(C(=O)NC3CCN(Cc4ccccc4)CC3)c2)cc1F
  i | -7% | -41% | ? | 7% | -23 | -7% | -1% | -9%
24) COc1ccc(NC(=O)Nc2cccnc2)c(OC)c1
  i | 5% | i | -3% | 4% | -7 | -29%[0.397 µM] | -5% | -5%
25) O=C(OCC(=O)N1CCCc2ccccc21)c1ccc(S(=O)(=O)C(F)F)cc1
  i | 0% | -31%[inhibitor] | -2% | 10% | 4 | ? | 11% | 2%
26) CCc1ccccc1N(C)S(=O)(=O)c1ccc2[nH]cc(C(=O)N3CCc4ccccc43)c(=O)c2c1
  i | -29% | -92%[inhibitor] | ? | 12% | 68 | 1% | 16% | 0%
27) COc1ccc(CCNC(=O)C(=O)NCC2OCCN2S(=O)(=O)c2ccc(C)cc2)cc1 (configuration not stated)
  i | 3% | -37%[inhibitor] | ? | 24% | 3 | 25% | 3% | 3%
28) CCN(CC)S(=O)(=O)c1cccc(C(=O)N[C@H](C(=O)NCc2ccc(Cl)cc2)C(C)C)c1
  i | -2% | -2%[57.5 µM] | 13µM* | 30% | 0 | -8% | 7% | 0%
29) COc1ccc(C(=O)OC(C)CN2CCOCC2)cc1 (configuration not stated)
  i | -2% | i | 10% | -26% | -23 | 0% | -8% | -5%
30) CCc1nc2ccc(C(=O)Nc3ccc(OC)c(OC)c3)cn2c1N(C)C(=O)Cc1ccccc1
  i | 7% | -52%[inhibitor] | 17% | -4% | 2 | ? | 4% | 0%

Next results follow:
#	canonical_smiles	pAkt inh	GLP-1R agonist	PTHR1 agonist	GLP-1R inv ag	FUS yeast rescue	DRD3 antagonist	TDP-43 yeast inh	Abeta rescue	aSyn yeast inh
31	O=C(Nc1cc2c(cc1C(=O)c1ccccc1Cl)OCCO2)c1ccccc1	/	/	16%	-8%	12%	/	7%	-1%	/
32	NS(=O)(=O)c1ccc(CCN=Cc2ccccc2O)cc1	i	-1%	i	17%	-13%	7	-7%	-6%	-4%
33	O=C(Nc1ccc2c(c1)OCCO2)c1ccc(S(=O)(=O)N2CCCCC2)cc1	i	?	-16%[57.5 µM]	-5%	31%	14	0%	15%	9%
34	O=C(NCc1ccccc1Cl)C(=O)NCC(c1cccs1)S(=O)(=O)c1cccs1 (configuration not stated)	/	/	-31%[inhibitor]	?	20%	/	5%	?	/
35	Cc1nn(-c2ccccc2)c(N2CCCC2)c1/C=N/NC(=O)c1cc(-c2cccnc2)nc2ccccc12	i	2%	i	?	?	16	12%	6%	3%
36	Cc1c(NC(=O)CSc2nnnn2-c2ccc(C(=O)O)cc2)c(=O)n(-c2ccccc2)n1C	i	1%	i	39%[activator]	1%	3	9%	9%	-8%
37	COc1ccc(C2=NS(=O)(=O)N(C)C(C(=O)Nc3ccc4c(c3)OCO4)=C2)cc1OC	i	6%	-83%[inhibitor]	-14%	9%	-14	3%	-15%	-5%
38	CN1CCN(C(=O)/C=C/c2ccc(Cl)cc2)CC1	i	8%	i	-17%	14%	-17	-20%	-15%	-4%
39	CN(Cc1nc(-c2ccccc2)no1)C1CCOCC1	i	-1%	-20%	1%	-10%	11	9%	15%	6%
40	COc1ccc(S(=O)(=O)N2CCCC(C(=O)NC3CCCC3)C2)cc1OC (configuration not stated)	i	9%	-14%	-22%	-12%	5	1%	-5%	0%
41	N=c1c(-c2nc3ccccc3[nH]2)cc(C(=O)c2cccs2)nn1-c1ccccc1	i	3%	i	21%	-3%	-17	23%	26%	0%
42	S=c1[nH]nc(-c2ccncc2)n1/N=C/C=C/c1ccccc1	i	-11%	i	-13%	10%	?	4%	-9%	-10%
43	Nn1cc(-c2ccccc2)nc1SCC(=O)NCC(F)(F)F	i	4%	i	7%	-12%	2	7%	3%	-3%
44	O=S(=O)(c1ccc(Cl)c(S(=O)(=O)N2CCCC2)c1)N1CCCC1	i	6%	i	-7%	-5%	15	21%	13%	-2%
